Screening results from PubChem BioAssay.
TNAP activators: human TNAP enzyme activators, primary screen, biochemical, luminescent, no phosphate acceptor, uHTS (AID 1001); purified TNAP, luminescent activation assay, no phosphate acceptor; higher activation fold means a stronger effect; one-dose activation fold at 20 µM; EC50 in µM for titrated hits; 200,000 tested, 0.03% active; in the data active means activation fold from about 3, or a potency from the dose series; inactive means the rest, 99 in 100 with activation fold below about 1.6; further: many of its hits are not listed in these tables
RSV CPE inhibition: inhibition of RSV-induced cytopathic effect – HEp-2 cells, primary 10 µM value included (AID 2391); HEp-2 cells, RSV-induced CPE inhibition; higher % means a stronger effect; CPE inhibition, % at 10 µM, or IC50 in µM where a hit was titrated; 310,000 tested, 0.13% active; in the data active means a potency from the dose series; inconclusive means CPE inhibition mostly from about 23% at the one dose, without a potency; inactive means the rest, 99 in 100 with CPE inhibition below about 21%; further: strong numbers were not always called active
UTI89 phage lysis: protection from phage-mediated lysis, alamar blue read-out – E. coli UTI89, K1F phage, bacterial capsule biogenesis inhibitors (AID 488966) | E. coli UTI89 K1F phage lysis, alamar blue, 2 h; higher % means a stronger effect | one-dose inhibition, % at 100 µM; IC50 in µM for titrated hits | 340,000 tested, 0.02% active;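 active means phage lysis inhibition, versus mean bacterial control, above a set limit; inconclusive means no clear call, values can overlap the other calls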;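 further: capsule biogenesis inhibitors block K1F phage lysis so surviving cells raise fluorescence; higher fluorescence means more inhibition of phage lysis; actives were called in the ten point dose series up to 300 µM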
Rac1 GTP hydrolysis: MgcRacGAP GTPase-activating activity inhibitors, confirmation, biochemical, ADP Hunter fluorescence; one-dose inhibition, % at 30 µM; IC50 in µM for titrated hits; AID 624330; 340,000 tested, 0.6% active; MgcRacGAP-stimulated Rac1 GTP hydrolysis, ADP Hunter fluorescence; higher % means a stronger effect; GST-tagged Rac1 F28L mutant substrate;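 active means first-screen hits whose inhibition reached a set limit at any dose in the follow-up dose series; inconclusive means inhibition above the set first-screen limit but never retested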;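 further: fluorescence reports GDP produced by GAP-driven GTP hydrolysis; strong numbers were not always called active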
Myeloid diff 2: myeloid differentiation induction | ER-HoxA9 myeloid progenitors, lysozyme-GFP differentiation, flow cytometry | calls only at 10 µM | 360,000 tested, 1% active;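 active means normalized GFP-positive differentiation at or above the plate's own cutoff, the solvent-only control mean plus 3 SD; inconclusive means no clear call, values can overlap the other calls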;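 further: cells exposed to compound for four days before flow analysis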
T cell HTS: modulates CD8 T cell binding to vesicles; calls only at 7 µM; 2C CD8+ T cell-vesicle binding, flow cytometry; stronger effect = lower value; AID 2052; 330,000 tested, 0.068% active;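 active means response, share of CD8 T cells binding vesicles, and their 90th percentile fluorescence all below set limits, cut at about 80% in these data, passing the limit was not always enough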
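incubation = binding step 1.5 h, 37 °C, antibody labelling 20 min, ice | test system = 2C mouse CD8+ T cells | read-out basis = percent CD8+ FL2 mean versus row control | controls = Peptide-free naked vesicles (low) and QL9 vesicles with 0.7% DMSO vehicle (high) | detection = flow cytometry of vesicle-bound cells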
Salmonella PhoP GFP: PhoP-dependent GFP reporter repression – Salmonella Typhimurium, primary screen (AID 1863); 300,000 tested, 0.16% active; S. Typhimurium PhoP-regulated promoter GFP reporter, 4 h; higher % means a stronger effect; inhibition, % at 50 µM; hits with a dose series show IC50 in µM;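 active means inhibition over 29.93%, a cutoff 3 SD above the screen mean, later confirmed by dose response; inconclusive means inhibition over 29.93% but no dose response follow-up; inactive means inhibition at most 29.93% or unconfirmed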;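 further: 0% = low Mg2+ inducing control and 100% = high Mg2+ repressing control; strong numbers were not always called active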
NTR1 agonist: agonists of NTR1, primary screen, imaging, U2OS cells, beta-arrestin-GFP, high content (AID 493036) | P30989 | NTR1-U2OS beta-arrestin-GFP spot imaging, agonist mode | activation, % at 20 µM | 330,000 tested, 0.17% active;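 active means activation at or above 40% of the spot to cytoplasm intensity ratio, with at least 20 cells analyzed; inconclusive means wells under 20 cells, flagged as cytotoxic or low count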;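 further: 0% = DMSO without peptide and 100% = 100 nM NTR1 peptide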
Target sequence (P30989 whole entry, looked up): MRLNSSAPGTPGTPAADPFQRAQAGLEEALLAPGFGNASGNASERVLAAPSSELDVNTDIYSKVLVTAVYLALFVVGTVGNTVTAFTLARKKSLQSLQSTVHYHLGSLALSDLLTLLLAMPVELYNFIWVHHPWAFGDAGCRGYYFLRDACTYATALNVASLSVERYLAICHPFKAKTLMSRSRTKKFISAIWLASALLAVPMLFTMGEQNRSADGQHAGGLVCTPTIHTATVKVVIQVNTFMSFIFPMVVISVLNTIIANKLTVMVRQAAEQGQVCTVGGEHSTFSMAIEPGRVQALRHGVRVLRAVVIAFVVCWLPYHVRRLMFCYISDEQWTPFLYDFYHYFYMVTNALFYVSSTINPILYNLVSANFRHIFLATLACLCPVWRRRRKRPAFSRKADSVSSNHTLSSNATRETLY
Large T inhibition: SV40 large T antigen inhibitors, biochemical (AID 1903); SV40 large T antigen ATPase/helicase inhibition assay; higher % means a stronger effect; inhibition, % at 20 µM, or IC50 in µM where a hit was titrated; 310,000 tested, 0.39% active; in the data active means a potency from the dose series; inconclusive means inhibition mostly from about 32% at the one dose, without a potency; inactive means the rest, 99 in 100 with inhibition below about 32%; further: strong numbers were not always called active
T cell HTS vesicle-bound %: second read-out of T cell HTS, no call of its own (marks repeat the call); double positive events, %; measured here: CD8+ vesicle-bound cell fraction;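 binding gate set so that unloaded-vesicle control wells show 10% double positive cells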
NTR1 agonist cell count 20 µM: also measured in NTR1 agonist; calls as there; cell count; measured here: cell count, cytotoxicity flag
Myeloid diff 2 GFP+ MAC1+ %: recorded beside Myeloid diff 2, whose call it bears; GFP+ MAC1+ double positive, %; measured here: differentiation confirmed by MAC1 staining
* marks the source's active call; other numbers are inactive results; i = inactive; ? = inconclusive; nt = no result given; [ ] = another dose, or the depositor's remark.

Compound	TNAP activators	RSV CPE inhibition	UTI89 phage lysis	Rac1 GTP hydrolysis	Myeloid diff 2	Myeloid diff 2 GFP+ MAC1+ %	T cell HTS	T cell HTS vesicle-bound %	Salmonella PhoP GFP	NTR1 agonist	NTR1 agonist cell count 20 µM	Large T inhibition
CCCNC(=O)C(CC)NC(=O)c1ccc(C#N)cc1 (stereo not given)	nt	0.7%	2.0%	9%	i	1.7	i	32	nt	0.2	64	nt
CCc1ccc(C(C(=O)NC2CCCC2)N(C(=O)/C=C/C(=O)Nc2cc(C)on2)c2ccccc2C)cc1 (stereo not given)	1.2	8.8%	-0.3%	-2%	i	0.2	i	59	-13%	22	78	5%
O=C(NCC1COCCO1)c1ccc(OC2CCN(CCc3ccccc3)CC2)cc1 (stereo not given)	nt	nt	0.0%	8%	i	0.7	nt	nt	nt	0.1	74	nt
CCc1cc(=O)oc2cc(C)cc(OC(C)C(=O)O)c12 (stereo not given)	1.1	-1.3%	-0.5%	-10%	i	1.8	i	14	9%	3.2	67	4%
Cc1cccc(C)c1Nc1nnc(SCC(=O)NCc2cccs2)s1	1.3	2.3%	3.9%	8%	i	1.3	i	52	5%	1.3	43	4%
O=C(Cc1c(F)cccc1Cl)NC1CCN(Cc2ccccc2)CC1	nt	0.3%	0.0%	5%	i	0.8	i	28	-5%	-1.0	68	17%
Cc1ccc(-c2nc3ccccc3s2)cc1NC(=S)NC(=O)c1cccc2ccccc12	1.2	2.7%	2.0%	7%	i	0.5	i	41	-5%	3.0	51	9%
CCOc1ccc(NC(=S)N(CCCN2CCOCC2)Cc2cn(C)c3ccccc23)cc1	0.9	-2.1%	-0.3%[50 µM]	-8%	i	5.3	i	12	-5%	0.8	53	10%
Cn1c(CNC(=O)c2ccco2)nnc1SCC(=O)c1ccc(F)cc1	nt	0.9%	0.2%	7%	i	1.0	i	43	0%	-0.6	55	20%
O=C(COC(=O)COc1ccc2ccccc2c1)NCC(F)(F)F	1	-0.7%	0.3%	-2%	i	0.8	i	46	6%	-1.5	56	16%
O=C(NC(=S)Nc1ccccc1Cl)c1cncc(Br)c1	nt	3.3%	1.4%	11%	i	1.7	i	61	-3%	1.5	75	3%
C/C(=N\NC(N)=O)C1(C)CCCCC1	1.2	1.6%	6.3%	-7%	i	6.7	i	30	-13%	0.1	66	9%
COc1ccc(NC(NC(=O)c2cccnc2)C(Cl)(Cl)Cl)cc1 (stereo not given)	1.1	-1.8%	nt	nt	i	0.1	i	29	10%	-1.3	94	1%
COc1cnc(N(C)C)nc1Sc1ccc(Cl)cc1	1.1	1.6%	3.2%	11%	i	0.8	i	49	9%	-1.4	75	10%
Cc1ccc2c(c1)N(C(=O)CSc1nncn1C)C(C)(C)c1ssc(=S)c1-2	1	7.4%	14%	6%	i	0.6	i	44	6%	-0.7	47	14%
Cc1c(C#N)c2ccccc2n1CC(=O)NCC1CCCO1 (stereo not given)	1.1	0.9%	0.4%[50 µM]	4%	i	1.7	i	23	4%	-1.2	50	10%
O=S(=O)(CCSc1nc2ccccc2o1)c1nc2ccccc2s1	1.1	-2.3%	0.0%	3%	?	nt	i	66	2%	2.8	46	1%
COc1ccccc1-c1nc(C#N)c(N2CCC(C(N)=O)CC2)o1	1.1	0.6%	0.1%	14%	i	0.6	i	38	0%	-3.8	84	4%
Cc1cccc(C)c1NC(=O)C(C)Sc1nnc(C)n1CC1CCCO1 (stereo not given)	nt	nt	0.3%	8%	i	1.0	nt	nt	nt	-1.5	59	nt
CC1(C2CC2)NC(=O)N(CC(=O)Nc2ccc(SC(F)F)cc2)C1=O (stereo not given)	nt	nt	i	1%	i	0.9	i	51	nt	-2.1	68	nt
Cc1ccc(C(=O)O)cc1S(=O)(=O)N1CCC(C(=O)O)CC1	1.1	2.6%	1.2%	3%	i	7.2	i	36	-4%	1.8	90	2%
C[C@@H]1CC2OC(=O)[C@@]3(C)C(=O)CC[C@@](C)(C23)[C@@]1(O)CCc1ccoc1 (stereo not given in full)	nt	0.5%	0.2%	8%	i	0.6	i	37	5%	-0.2	92	22%
CCN1C(=O)[C@H]2[C@@H](c3ccc(C)cc3)N3C(=O)N(c4cccc(F)c4)C(=O)[C@@]3(CC)[C@H]2C1=O	nt	-1.2%	5.9%	-2%	i	1.5	i	18	5%	-3.9	56	2%
Oc1ccc(/C=N/N(Cc2ccccc2)c2ccccc2)cc1	1.1	6.1%	-0.1%	16%	i	0.3	i	24	7%	19	66	9%
O=C(COC(=O)C1CC2CCCC(C1)C2=O)NC1CCCCC1 (stereo not given)	nt	1.2%	0.0%[50 µM]	6%	i	0.4	i	20	nt	1.7	48	nt
CCOc1ccc2c(c1)c(N=NC(N)=S)c(O)n2C	nt	-1.4%	0.2%	11%	i	0.3	i	54	-4%	0.0	57	6%
CCOc1ccc(NS(=O)(=O)c2cc3c4c(c2)CCN4C(=O)CC3)cc1	nt	3.3%	1.5%[50 µM]	12%	i	0.5	i	52	-1%	0.5	63	2%
Cc1nc2nc(-c3ccco3)[nH]n2c(=O)c1Cc1ccccc1	1	2.3%	i	19%	i	0.8	i	18	-6%	-0.8	50	-6%
O=C(Cn1c(=O)n(Cc2ccco2)c(=O)c2ccccc21)NCC1CCCO1 (stereo not given)	1.1	0.9%	5.8%	2%	i	0.9	i	59	6%	-0.8	53	1%
COc1ccc(F)cc1S(=O)(=O)N1CC(C)CC(C)C1 (stereo not given)	1.1	0.8%	1.8%	11%	i	1.1	i	13	1%	-0.7	54	1%
CC(OC(=O)CN1C(=O)NC(C)(C)C1=O)C(=O)c1ccccc1 (stereo not given)	1.2	0.3%	1.1%	14%	i	1.0	i	43	-9%	2.1	39	6%
CCOC(=O)C1CCN(c2c(NCc3ccc(C(=O)Nc4ccc(C)cc4)cc3)c(=O)c2=O)CC1	nt	-0.5%	1.8%[50 µM]	2%	i	0.4	i	40	1%	2.3	58	12%
N#C/C(=C(/O)c1ccc(-c2cccc([N+](=O)[O-])c2)o1)c1nc2ccccc2s1	0.9	nt	-0.5%	8%	i	0.9	nt	nt	1%	7.4	96	5%
CC(C)(C)C(CCl)C(=O)NN=C(c1ccccc1)c1ccccc1 (stereo not given)	nt	-0.3%	0.9%	2%	i	1.5	i	22	nt	-2.1	42	nt
O=C(NCc1ccc(Cl)cc1)c1ccc(OCC2CCCO2)cc1 (stereo not given)	1.1	2.6%	0.4%	10%	i	0.4	i	16	-9%	2.2	57	7%
O=C1CC(c2cccs2)Cc2nc(NCC3CCCO3)ncc21 (stereo not given)	1.1	1.9%	0.3%	6%	i	0.0	i	44	0%	1.3	93	-2%
O=C(Cn1cccc1)Nc1ccc(OC(F)(F)F)cc1	1.1	1.8%	-12%	0%	i	0.7	i	31	-14%	0.4	65	4%
COc1ccc(Nc2ccc([N+](=O)[O-])cn2)cc1	nt	0.9%	0.6%	13%	i	0.5	i	50	11%	3.6	59	4%
Cc1ccc(-c2noc(CCC(=O)NCC3CCCO3)n2)cc1 (stereo not given)	1.1	1.5%	4.2%	4%	i	1.0	i	51	-4%	-0.1	62	5%
C/C(=N\NC(=O)C(O)(c1ccccc1)c1ccccc1)c1ccc(NC(=O)CCCC(=O)O)cc1	nt	1.0%	-0.2%[50 µM]	8%	i	5.2	i	55	3%	-0.9	44	15%
Nc1ccc(Nc2ccccc2)c(S(=O)(=O)O)c1	nt	-1.2%	0.8%[50 µM]	?	i	0.6	i	40	-15%	0.3	56	7.2µM*
Cc1cc(NC(=O)CSc2nc(=O)cc(N)n2-c2ccc(Cl)cc2)no1	1.1	2.8%	0.4%	4%	i	0.0	i	35	0%	0.2	65	15%
COc1ccc2nc(SCCN(C)C)[nH]c2c1	1.1	-2.1%	0.9%	5%	i	0.2	i	23	3%	-1.2	27	-2%
COC(=O)c1[nH]c2cc(OC)c(OC)cc2c1NC(=O)CN1C[C@H]2C[C@@H](C1)c1cccc(=O)n1C2	nt	1.5%	-0.7%	6%	i	1.4	i	28	nt	1.4	64	nt
C[C@H](NC(=O)OCc1ccccc1)C(=O)N[C@@H](Cc1c[nH]c2ccccc12)C(=O)O	nt	1.7%	-3.5%	8%	i	1.6	i	36	nt	7.3	87	15%
COc1ccccc1-c1nc(S(=O)(=O)c2ccccc2)c(N2CCCCC2)o1	nt	12%	-0.1%	8%	i	0.5	i	26	-1%	0.0	47	7%
c1ccc(NC2=NCCN2CC2CCC2)cc1	nt	-0.9%	2.5%	11%	i	1.4	i	53	nt	1.8	94	1%
CCOc1ccc2nc(SCC(=O)NCc3ccc4c(c3)OCO4)[nH]c2c1	1.2	0.1%	-0.3%	8%	i	9.0	i	11	5%	0.2	72	2%
Cc1cc(C(=O)Nc2ccccc2N2CCCCC2)no1	nt	1.4%	-1.1%	-12%	i	0.4	i	42	-7%	3.0	51	10%
CCOC(=O)C1=C(C)N=c2s/c(=C\C(=O)OC)c(=O)n2C1c1ccc(OC)cc1 (stereo not given)	1.2	4.7%	-0.6%	5%	i	0.2	i	42	-10%	2.0	33	17%

(next part)
Compound	TNAP activators	RSV CPE inhibition	UTI89 phage lysis	Rac1 GTP hydrolysis	Myeloid diff 2	Myeloid diff 2 GFP+ MAC1+ %	T cell HTS	T cell HTS vesicle-bound %	Salmonella PhoP GFP	NTR1 agonist	NTR1 agonist cell count 20 µM	Large T inhibition
COc1ccc(CN(C)C(=O)c2cccc(Oc3ccccc3)c2)c(OC)c1OC	nt	5.4%	-0.2%	4%	i	1.0	i	24	-3%	0.6	53	12%
CCOC(=O)C(C(=O)Nc1nc2ccccc2s1)C1CCCCC1 (stereo not given)	1	5.1%	-0.4%	15%	i	1.0	i	18	7%	0.7	72	14%
Cc1ccc(C(=O)O)cc1S(=O)(=O)Nc1ccccc1C(=O)NC1CC1	nt	nt	1.6%[50 µM]	6%	i	0.6	nt	nt	nt	0.3	60	nt
Cc1cc(NCCN2CCOCC2)c2ccc3ccccc3c2n1	1.1	0.0%	0.2%	19%	i	0.5	i	55	7%	-0.9	75	15%
O=C(Nc1cccc(C(F)(F)F)c1)c1cncs1	nt	8.1%	1.2%	-10%	i	0.5	i	43	4%	-1.5	116	4%
